IDE act = human IDE activators in live cells, primary screen, fluorescence polarization, HEK cells, FAbeta-B substrate | Insulin-degrading enzyme (Homo sapiens), P14735 | FAbeta-B cleavage; 0% vehicle, 100% cell-free pure enzyme wells | activation, % at 5.96 µM | 340,000 tested, 0.073% active;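 active = activation above the mean of all tested compounds plus 3 SD, set per screening campaign, cut at about 17% in these data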
Target sequence (P14735 whole entry, looked up): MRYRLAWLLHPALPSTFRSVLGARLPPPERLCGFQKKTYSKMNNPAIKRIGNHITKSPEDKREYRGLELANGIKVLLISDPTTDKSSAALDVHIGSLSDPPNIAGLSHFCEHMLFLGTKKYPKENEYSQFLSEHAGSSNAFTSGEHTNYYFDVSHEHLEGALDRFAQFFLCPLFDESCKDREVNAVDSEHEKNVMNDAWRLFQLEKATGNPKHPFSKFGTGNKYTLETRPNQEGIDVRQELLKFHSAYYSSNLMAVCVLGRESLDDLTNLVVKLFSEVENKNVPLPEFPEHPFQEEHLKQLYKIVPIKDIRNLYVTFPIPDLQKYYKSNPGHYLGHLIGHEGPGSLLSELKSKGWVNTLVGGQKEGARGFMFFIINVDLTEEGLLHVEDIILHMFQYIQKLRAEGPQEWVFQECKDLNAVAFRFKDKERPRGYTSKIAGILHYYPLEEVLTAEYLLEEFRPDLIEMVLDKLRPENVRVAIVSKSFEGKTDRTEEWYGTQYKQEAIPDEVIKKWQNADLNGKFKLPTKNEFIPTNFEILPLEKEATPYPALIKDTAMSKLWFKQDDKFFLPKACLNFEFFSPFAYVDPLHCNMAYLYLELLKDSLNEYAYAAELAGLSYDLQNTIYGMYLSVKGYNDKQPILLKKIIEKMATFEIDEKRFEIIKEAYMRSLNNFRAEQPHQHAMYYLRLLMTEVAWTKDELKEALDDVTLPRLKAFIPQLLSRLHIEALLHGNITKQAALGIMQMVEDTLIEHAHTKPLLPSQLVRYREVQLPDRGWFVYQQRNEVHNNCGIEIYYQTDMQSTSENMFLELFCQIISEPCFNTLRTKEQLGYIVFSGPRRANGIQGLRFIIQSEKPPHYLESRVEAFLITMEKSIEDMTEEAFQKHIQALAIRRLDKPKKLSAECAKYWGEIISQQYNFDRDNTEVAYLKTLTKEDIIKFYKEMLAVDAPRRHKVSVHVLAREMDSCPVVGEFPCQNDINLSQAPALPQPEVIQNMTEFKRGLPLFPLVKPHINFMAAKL
VIM-2 inh = VIM-2 metallo-beta-lactamase inhibitors, primary screen, biochemical, epi-absorbance readout, Pseudomonas aeruginosa enzyme; 290,000 tested, 0.89% active; inhibition, % at 5.6 µM; AID 1527, 2009; purified VIM-2, nitrocefin hydrolysis, epi-absorbance fluorescence;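 active = inhibition above the mean of all tested compounds plus 3 SD, cutoff set per screening run, cut at about 7.5% in these data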;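 note: red hydrolysis product quenches plate fluorescence so inhibitors raise well fluorescence; 0% = enzyme with DMSO and 100% = DMSO without enzyme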
pCIP destab = p/CIP-EGFP fusion destabilizers, primary screen, fluorescence, F442A cells; Q05BA5; decrease of EGFP signal, % at 10 µM; 16 h; 290,000 tested, 0.01% active; AID 1984, 2009;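 active = EGFP signal decrease of at least 30% at 10 µM or well 3 SD below plate mean, unless failing retest; inactive = the rest, including hits failing retest or dose response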; note: some compounds called inactive have numbers as strong as hits; many of its hits are not listed in these tables
NALP1 yeast inh = NALP1 inflammasome inhibitors in reconstituted yeast, colorimetric, S. cerevisiae, triplicate retest | S. cerevisiae NALP1/ASC/caspase-1 growth, X-gal OD620, 72 h | inhibition, % at 10 µM | 280,000 tested, 0.61% active | AID 2071, 2009; in the data active = inhibition mostly above about 24%, no sharp cut-off; inactive = mostly below about 32%; note: some compounds called inactive have numbers as strong as hits
GPR7 antagonist = GPR7 receptor antagonists, primary screen, cell-based, fluorescence, single concentration; GPR7-expressing cells, fluorescence antagonist assay; inhibition, % at 4.4 µM; 290,000 tested, 1.1% active; AID 1861, 2009; in the data active = inhibition above about 16%, passing the limit was not always enough;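 note: cells stimulated with the agonist NPW; 0% = agonist with vehicle and 100% = vehicle without agonist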
PfM18AAP inh = PfM18AAP inhibitors, malaria aminopeptidase, primary screen, biochemical, QFRET, recombinant enzyme. M18 aspartyl aminopeptidase (Plasmodium falciparum 3D7). H-Glu-NHMec fluorogenic cleavage. inhibition, % at 7.35 µM. 290,000 tested, 1.2% active. AID 1822, 2009;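 active = inhibition above the campaign mean inhibition over all tested compounds plus 3 SD, cut at about 28% in these data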;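 note: 0% = plate median of test compound wells and 100% = 2 mM ZnCl2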
IMP-1 inhibitor = IMP-1 metallo-beta-lactamase inhibitors, primary screen, biochemical, epi-absorbance readout, Pseudomonas aeruginosa enzyme | AID 1556, 2009 | purified IMP-1, nitrocefin hydrolysis, epi-absorbance fluorescence | 290,000 tested, 0.45% active | metallo-beta-lactamase IMP-1 (Pseudomonas aeruginosa) | inhibition, % at 5.6 µM;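 active = inhibition above the mean plus 3 SD of all compounds in the same screening run, cut at about 4.5% in these data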;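 note: 0% = IMP-1 with DMSO and 100% = DMSO wells lacking enzyme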
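System: Purified IMP-1 | Read-out basis: Percent enzyme inhibition | Controls: IMP-1 with DMSO as 0%, enzyme-free DMSO as 100% | Replicates: One well per compound | Doses: 5.6 µM nominal single concentration | Detection: Epi-absorbance fluorescence, 480 nm excitation, 530 nm emission | Incubation: 25 °C, 15 min preincubation, 25 min reaction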
IDE inh = human IDE inhibitors in live cells, primary screen, fluorescence polarization, HEK cells, FAbetaB substrate. inhibition, % at 5.59 µM. Insulin-degrading enzyme (Homo sapiens), P14735. FAbetaB cleavage. 320,000 tested, 0.41% active;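 active = percent inhibition above the average of all tested compounds plus 3 SD, set per screening campaign, cut at about 16% in these data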;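 note: IDE supplied by intact live HEK cells; FP after avidin binding of uncleaved biotin substrate so inhibition keeps polarization high; 0% = DMSO wells and 100% = 60 µM reference IDE inhibitor Ii1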
PHOSPHO1 inh = PubChem AID 1565 | recombinant PHOSPHO1, absorbance phosphatase assay | inhibition, % at 13.3 µM | 290,000 tested, 1.1% active; in the data active = inhibition above about 60%
An asterisk follows results filed as active; / = not tested or not shown.

IDE act	VIM-2 inh	pCIP destab	NALP1 yeast inh	GPR7 antagonist	PfM18AAP inh	IMP-1 inhibitor	IDE inh	PHOSPHO1 inh	mol
-6	-1.3	-8	-7	-17	-2	-0.1	-6	37	CC(=O)Nc1ccc(S(=O)(=O)Nc2ccc(S(=O)(=O)Nc3nccs3)cc2)cc1
-4	-1.0	-16	7	10	-1	-1.6	-7	12	O=C(c1cccc(S(=O)(=O)NCc2ccccc2)c1)N1CCN(Cc2ccccc2)CC1
5	-1.7	0	14	-15	-5	1.9	-2	-6	CCn1nnc(NC(=O)c2c(OC)cccc2OC)n1
3	-0.4	8	5	10	-9	-3.0	-2	27	O=C(O)c1cccc(CN2C(=O)c3ccccc3C2=O)c1
-3	-1.6	-24	9	-6	3	-2.4	1	-14	CCc1sc(C(=O)NCCc2ccc(S(N)(=O)=O)cc2)cc1Br
4	-1.6	-7	44	-3	-1	-1.9	-4	0	CC(CCc1ccccc1)N1CCN(Cc2ccccc2)CC1 (configuration not stated)
3	1.1	6	34	-7	13	-3.5	-2	4	CCOC(=O)c1cnc2c(C)cccc2c1NCc1ccco1
5	-2.5	-8	-13	-2	1	-4.1	-2	48	COc1cccc(-n2c(SCC(N)=O)nc3ccccc3c2=O)c1
1	-4.9	-18	12	-9	8	-5.4	5	22	O=C(Cn1nnc2ccccc21)N/N=C\C=C\c1ccccc1
5	-2.1	7	2	7	-1	-3.2	-1	26	CCCCN1C(=O)C(O)=C(C(C)=O)C1c1ccc(OC)cc1OC (configuration not stated)
2	1.0	-14	19	-18	-6	-3.0	7	-17	Cc1ccc2c(c1)c1c(n2CC(O)Cn2nc(C)c(Br)c2C)C(=O)CCC1 (configuration not stated)
2	-3.6	2	7	2	5	-4.0	-4	0	CCC(CC)=NNc1ccc(S(N)(=O)=O)cc1[N+](=O)[O-]
3	-0.8	10	16	-13	-1	-2.8	9	18	CCOc1ccc(-c2cc(C(=O)NCCCN3CCOCC3)c3ccccc3n2)cc1
-1	-4.0	-8	17	-6	6	0.1	/	/	CCn1cc(Cl)c(C(=O)Nc2c(C)nn(Cc3c(F)c(F)c(F)c(F)c3F)c2C)n1
-2	0.0	-5	14	7	7	-2.2	6	2	Cc1cc2ccccc2n2c(SCC(=O)Nc3ccc(S(=O)(=O)N4CCC(C)CC4)cc3)nnc12
8	-3.2	2	14	-17	-1	-5.8	4	16	Cc1ccc(C)c(NC(=O)NC2CCCCCCC2)c1
-3	-1.0	-5	3	-8	-5	-1.7	3	24	CCOC(=O)N1CCN(C(=S)Nc2cc(S(=O)(=O)N3CCOCC3)ccc2Cl)CC1
3	-3.5	-66	1	-12	-4	-3.7	0	11	Cc1ccc(N(C(=O)Cn2nnc3ccccc32)C(C(=O)NCc2ccco2)c2cccnc2)cc1 (configuration not stated)
-5	-2.1	-20	4	-8	-5	-3.0	3	-18	S=C(NCC1CCCO1)N1CCN(c2ccc(Cl)c(Cl)c2)CC1 (configuration not stated)
11	-1.0	4	/	2	-5	-1.1	8	32	O=C(NCCCc1ccccc1)C1CCC(CNc2c(N3CCCCC3)c(=O)c2=O)CC1 (configuration not stated)
3	1.2	11	-10	-13	16	-3.4	-1	8	Cc1nc2ccc(NC(=S)N3CCC(C)CC3)cc2nc1C
1	1.5	-80	3	-9	-2	-3.1	1	-3	FC(F)(F)c1cc(-c2cccs2)nc(-n2cc(Cl)cn2)n1
-2	-1.9	-10	30	7	-6	-2.9	0	-21	CCOc1ccc(-c2csc(Cn3c(CN4CCN(C)CC4)nc4ccccc4c3=O)n2)cc1
1	/	-4	3	/	/	/	-3	13	O=C1C=C(O)c2cccc(O)c2C1=O
7	1.2	-9	1	11	9	-0.8	4	95*	CCCCCSc1nnc(-c2cc(Br)ccc2N)c(=O)[nH]1
11	-2.5	-5	-1	-9	0	-2.8	1	25	COC(=O)CN(C(=S)Nc1ccccc1)C1CC(=O)N(c2ccc(OC)cc2)C1=O (configuration not stated)
1	-1.6	-3	/	-6	5	-3.5	-3	27	O=C(N/N=C/c1ccc([N+](=O)[O-])o1)c1cc2ccccc2o1
8	-1.2	5	-1	-1	4	0.0	3	4	Cc1cccc(NC(=O)NC2CC3CCC(C2)N3Cc2ccco2)c1 (configuration not stated)
3	-1.6	-218	-5	-19	2	-2.9	3	30	CN(C)c1nc(-c2cccs2)cc(C(F)(F)F)c1C#N
-2	0.0	-5	1	-2	0	-0.3	-3	16	Cc1cccc(NC(=S)NC(NC(=O)OCc2ccccc2)C(Cl)(Cl)Cl)c1 (configuration not stated)

Record cards, from the list above. Values in the order: IDE act, VIM-2 inh, pCIP destab, NALP1 yeast inh, GPR7 antagonist, PfM18AAP inh, IMP-1 inhibitor, IDE inh, PHOSPHO1 inh
CCOC(=O)c1cnc2c(C)cccc2c1NCc1ccco1 across the screens: 3, 1.1, 6, 34, -7, 13, -3.5, -2, 4
O=C(Cn1nnc2ccccc21)N/N=C\C=C\c1ccccc1 across the screens: 1, -4.9, -18, 12, -9, 8, -5.4, 5, 22
Cc1ccc(C)c(NC(=O)NC2CCCCCCC2)c1 across the screens: 8, -3.2, 2, 14, -17, -1, -5.8, 4, 16
O=C(c1cccc(S(=O)(=O)NCc2ccccc2)c1)N1CCN(Cc2ccccc2)CC1 across the screens: -4, -1.0, -16, 7, 10, -1, -1.6, -7, 12
CN(C)c1nc(-c2cccs2)cc(C(F)(F)F)c1C#N across the screens: 3, -1.6, -218, -5, -19, 2, -2.9, 3, 30

Results in pCIP destab, GPR7 antagonist and IMP-1 inhibitor, for some of the entries so far:
| SMILES | pCIP destab | GPR7 antagonist | IMP-1 inhibitor |
| --- | --- | --- | --- |
| CCn1cc(Cl)c(C(=O)Nc2c(C)nn(Cc3c(F)c(F)c(F)c(F)c3F)c2C)n1 | -8 | -6 | 0.1 |
| Cc1cc2ccccc2n2c(SCC(=O)Nc3ccc(S(=O)(=O)N4CCC(C)CC4)cc3)nnc12 | -5 | 7 | -2.2 |
| Cc1ccc(C)c(NC(=O)NC2CCCCCCC2)c1 | 2 | -17 | -5.8 |
| CCOC(=O)N1CCN(C(=S)Nc2cc(S(=O)(=O)N3CCOCC3)ccc2Cl)CC1 | -5 | -8 | -1.7 |
| Cc1ccc(N(C(=O)Cn2nnc3ccccc32)C(C(=O)NCc2ccco2)c2cccnc2)cc1 (configuration not stated) | -66 | -12 | -3.7 |
| S=C(NCC1CCCO1)N1CCN(c2ccc(Cl)c(Cl)c2)CC1 (configuration not stated) | -20 | -8 | -3.0 |

Next compounds follow:
IDE act	VIM-2 inh	pCIP destab	NALP1 yeast inh	GPR7 antagonist	PfM18AAP inh	IMP-1 inhibitor	IDE inh	PHOSPHO1 inh	mol
1	-3.8	-4	5	-18	-10	2.1	0	2	C=CCOc1ccc2c(c1)C(=NO)c1cc(OCC=C)ccc1-2
3	-0.9	8	1	-14	1	-1.5	6	32	COc1ccc(C2(CNC(=O)Cc3ccc(OC)c(OC)c3)CCCC2)cc1
6	0.3	11	6	-1	-6	0.4	1	8	O=C(Nc1ccon1)C12CC3CC(C1)CC(n1cnc([N+](=O)[O-])n1)(C3)C2
2	-3.4	-3	9	-4	2	-0.5	4	-14	O=C(CN1C(=O)c2ccccc2S1(=O)=O)NCc1ccccc1Cl
1	-1.8	-12	-8	0	0	-0.9	-1	47	O=C(Nc1ccccc1F)Nc1ccccc1F
-7	-5.2	2	21	2	13	-3.6	4	6	Cc1ccc(OCC(=O)N/N=C/C=C/c2ccco2)cc1C
-6	-2.1	3	11	-8	6	-4.5	1	24	CC(=O)Nc1cccc(C(=O)N/N=C/c2cccnc2)c1
0	-3.8	-2	54*	-14	-7	-3.0	-4	-20	COc1ccccc1N1CCN(CCCCOc2cccc3ccccc23)CC1
2	0.2	-16	-12	-13	12	-0.9	7	40	Cc1ccc(NC(=O)CSc2nncc3ccccc23)cc1
1	-1.9	-2	-2	-3	10	-4.1	2	-4	CCOC(=O)C1C(=O)NC(C)C1c1ccccc1 (configuration not stated)
-4	-4.0	/	/	-16	-4	-0.4	2	/	CSc1nc2c(c(-c3ccccc3)c1C#N)CCC2
4	-3.1	3	-8	-10	-5	-3.7	1	97*	COc1ccc(Cl)cc1-c1n[nH]c(=S)n1C1CCCCC1
4	-3.4	3	10	-10	2	-3.0	3	20	OCC[C@@H]1C[C@@H](O)[C@H](O)[C@]2(Cc3ccccc3O2)O1
2	-3.0	-6	10	-3	-5	-2.4	0	40	COc1cccc(-c2nn(-c3ccccc3)cc2CN(C)C(C)c2ccncn2)c1 (configuration not stated)
8	-1.9	-8	-7	-5	-12	-3.6	1	46	Cc1cc2nc(-c3ccncc3)cc(C(F)(F)F)n2n1
5	-2.9	-6	6	-11	-1	-1.9	-3	18	COCCNC(=O)C(=O)NCC1OCCN1S(=O)(=O)c1ccc(C)cc1 (configuration not stated)
2	-0.8	11	10	-9	3	-3.7	0	-3	Cn1c(NC(=O)CC(C)(C)C)cc(=O)n(C)c1=O
2	0.1	-8	-12	17	-2	-2.3	-11	7	COc1ccccc1CNS(=O)(=O)c1cc(-c2cc(C)no2)ccc1C(C)C
5	-1.8	/	/	-8	2	-3.4	-1	/	O=C(COc1nnc2ccccn12)N1CCN(S(=O)(=O)c2ccccc2)CC1
3	0.2	10	16	-4	19	-1.4	-1	29	CSc1cnn(Cc2ccccc2)c(=O)c1SCc1ccccc1
2	-5.1	-12	-32	-17	13	-1.0	3	10	CC1CN(S(=O)(=O)c2ccc(NC(=O)c3cc(-c4ccccc4O)n[nH]3)cc2)CC(C)O1 (configuration not stated)
3	-0.8	4	8	-4	0	-3.4	0	-1	Cn1c2c(c(=O)n(C)c1=O)[C@@]1(C(=O)Nc3ccccc31)C(C#N)=C(N)O2
4	-0.9	-14	13	-6	12	-1.7	3	1	Cc1cccc(C(=O)c2c(N)sc3c2CCCC3)c1
5	1.8	-1	24	5	-7	-0.1	1	2	COc1ccc(C(=O)Oc2ccc[nH]c2=O)cc1
2	-0.1	-9	/	-7	-9	-1.8	6	27	CC(C)(C)OC(=O)NCCc1nnc(SCc2cccc(Cl)c2)o1
3	-1.8	5	-4	-20	0	-1.2	1	-41	OCC1CCCCN1C(=S)NCc1ccco1 (configuration not stated)
6	-1.9	-16	-8	28*	-10	-5.5	3	18	CCCCNC(=O)CN1C(=O)C(CC)Oc2ccc(Cl)cc21 (configuration not stated)
-3	-2.7	-15	14	-13	-1	-3.0	-3	-16	COC(=O)c1c(NC(=O)c2ccc(Br)s2)sc2c1CCC2
8	-2.6	-4	7	13	-6	-1.7	1	34	COc1ccc(Cl)cc1NC(=O)NCCCl

Assay outcomes: PubChem BioAssay, several laboratories
